# RXFP1 agonist – qHTS Assay for Agonists of the Relaxin Receptor RXFP1; 370,000 tested, 0.3% active; Potency, µM (doses to about 57.5 µM), for the others: at the top dose activation, usual class: activators; Relaxin receptor 1 (Homo sapiens), Q9HBX9; HEK293T-RXFP1 cAMP TR-FRET, 30 min; response scale: percent of porcine relaxin response, buffer zero; further: on the % scale 0 is the no-effect control and ±100 the full control effect; nearly all actives have a fitted effect of over 60% in size; many of its hits are not listed in these tables
#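 cAMP rise read by TR-FRET after 30 min, 37C compound exposure (up to 58 uM) in RXFP1-transfected HEK293 cells with Ro 20174 present. EC50 from Hill-equation fits, with 29 nM porcine relaxin as 100% and buffer as basal.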
# rTrxR1 inhibitor – qHTS Assay for Inhibitors of Mammalian Selenoprotein Thioredoxin Reductase 1 (TrxR1): qHTS; Thioredoxin reductase 1, cytoplasmic (Rattus norvegicus), O89049; recombinant rTrxR1, NADPH fluorescence consumption, selenite substrate; Potency, µM (highest dose often 114 µM), inactives show top-dose activity change, negative = inhibition, hits mostly inhibitors; 390,000 tested, 1% active; AID 588453, 2011; further: on the % scale 0 is the no-effect control and ±100 the full control effect; nearly all actives have a fitted effect of over 65% in size
#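 Rat TrxR1 (90 nM in the dispensed reagent) was pre-reduced with 400 uM NADPH for 5 min at room temperature, then incubated with compound for 15 min. After 400 uM selenite was added, NADPH fluorescence (Ex 340/Em 450 nm) was followed for 8 min.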
# TrxR1 substrate – qHTS Assay for Substrates of Mammalian Selenoprotein Thioredoxin Reductase 1 (TrxR1): qHTS | purified TrxR1 substrate turnover, NADPH consumption readout | Potency, µM (top dose mostly 114 µM), for inactives: top-dose activity change, negative = substrate turnover | 390,000 tested, 0.01% active | AID 588456, 2011; further: on the % scale 0 is the no-effect control and ±100 the full control effect; nearly all actives have a fitted effect of over 50% in size
#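 Rat TrxR1, dispensed at 90 nM, was prereduced with 400 uM NADPH (final) for 5 min at ~22 deg C, then incubated with compound 15 min before 400 uM selenite. A first-read NADPH fluorescence drop versus no-compound background flagged substrates.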
# Vif-APOBEC3G blk – qHTS for Inhibitors of Vif-A3G Interactions: qHTS. DNA dC->dU-editing enzyme APOBEC-3G (Homo sapiens), Q9HC16. HeLa A3G-eYFP + Vif (tagged APOBEC3G with the HIV-1 protein that degrades it), YFP fluorescence, overnight. Potency, µM (doses to about 46.1 µM), for the others: at the top dose activity, negative = active, most hits filed as inhibitors. 410,000 tested, 0.076% active. AID 602310, 2012;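 further: on the % scale 0 is the no-effect control and ±100 the full control effect; nearly all actives have a fitted effect of over 60% in size; hits raise eYFP signal because A3G escapes Vif-driven loss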
#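 Read-out is eYFP fluorescence (Ex 488/Em 500-530) from Vif-expressing HeLa A3G-eYFP cells; more signal means A3G escaped Vif-mediated degradation. Cells plated overnight, compound pinned in, incubated overnight at 37 deg C.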
# mIDH1 inhibitor – qHTS for Inhibitors of mutant isocitrate dehydrogenase 1 (IDH1): qHTS; Isocitrate dehydrogenase [NADP] cytoplasmic (Homo sapiens), O75874; IDH1-R132H enzyme, NADPH consumption, diaphorase/resazurin fluorescence; Potency, µM (top dose mostly 76.6 µM), inactives show at the top dose activity change, negative = inhibition, hits mostly inhibitors; 390,000 tested, 0.093% active; further: on the % scale 0 is the no-effect control and ±100 the full control effect; nearly all actives have a fitted effect of over 65% in size
#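 IDH1-R132H (0.5 ug/mL dispensed) in pH 7.5 Tris buffer was preincubated 30 min with compound, then given a substrate mix of 0.016 mM NADPH and 2 mM alpha-KG for 80 min at room temperature; remaining NADPH was read by diaphorase/resazurin fluorescence.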
# Vif-APOBEC3F blk – qHTS for Inhibitors of Vif-A3F Interactions: qHTS; HeLa A3F-eYFP + Vif (tagged APOBEC3F with the HIV-1 protein that degrades it), YFP fluorescence increase; Potency, µM (top dose mostly 46.1 µM), without a hit: at the top dose activity, negative = active; 390,000 tested, 0.2% active; further: % of control where 0% means no effect; nearly all actives have a fitted effect of over 65% in size
#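 Fluorescence increase (Ex 488/Em 500-530) after overnight compound treatment at 37 deg C flags inhibition of Vif-driven A3F-eYFP loss in stable HeLa A3F-eYFP/Vif cells seeded overnight beforehand.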
# ALOX12 inh – Primary qHTS assay for inhibitors of human arachidonate 12S-lipoxygenase (ALOX12): Round 2; Polyunsaturated fatty acid lipoxygenase ALOX12 (Homo sapiens), P18054; purified 12hLO, xylenol orange hydroperoxide absorbance; Potency, µM (doses to about 108 µM), inactives show at the highest dose activity change, negative = inhibition, actives largely listed as inhibitors; 580,000 tested, 1.1% active; AID 1671190, 2021; further: on the % scale 0 is the no-effect control and ±100 the full control effect
#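 Purified human 12hLO (150 nM final) in 25 mM Hepes, 0.01% Triton X-100, pH 7.0 was preincubated 15 min at room temperature with compound. Then 40 uM arachidonic acid was added, 30 min. Hydroperoxide was read by Fe-XO absorbance ratio 573/405 nm.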
# USP1-UAF1 inh – Inhibitors of USP1/UAF1: Primary Screen; Ubiquitin carboxyl-terminal hydrolase 1 (Homo sapiens), O94782; 390,000 tested, 0.23% active; recombinant USP1/UAF1, Ub-Rhodamine cleavage fluorescence; AID 743255, 2014; Potency, µM (top dose mostly 57.1 µM), inactives show at the highest dose activity change, negative = inhibition, actives largely listed as inhibitors; further: on the % scale 0 is the no-effect control and ±100 the full control effect; nearly all actives have a fitted effect of over 60% in size; inactives centre near -12
# Target sequence (O94782 whole entry, looked up): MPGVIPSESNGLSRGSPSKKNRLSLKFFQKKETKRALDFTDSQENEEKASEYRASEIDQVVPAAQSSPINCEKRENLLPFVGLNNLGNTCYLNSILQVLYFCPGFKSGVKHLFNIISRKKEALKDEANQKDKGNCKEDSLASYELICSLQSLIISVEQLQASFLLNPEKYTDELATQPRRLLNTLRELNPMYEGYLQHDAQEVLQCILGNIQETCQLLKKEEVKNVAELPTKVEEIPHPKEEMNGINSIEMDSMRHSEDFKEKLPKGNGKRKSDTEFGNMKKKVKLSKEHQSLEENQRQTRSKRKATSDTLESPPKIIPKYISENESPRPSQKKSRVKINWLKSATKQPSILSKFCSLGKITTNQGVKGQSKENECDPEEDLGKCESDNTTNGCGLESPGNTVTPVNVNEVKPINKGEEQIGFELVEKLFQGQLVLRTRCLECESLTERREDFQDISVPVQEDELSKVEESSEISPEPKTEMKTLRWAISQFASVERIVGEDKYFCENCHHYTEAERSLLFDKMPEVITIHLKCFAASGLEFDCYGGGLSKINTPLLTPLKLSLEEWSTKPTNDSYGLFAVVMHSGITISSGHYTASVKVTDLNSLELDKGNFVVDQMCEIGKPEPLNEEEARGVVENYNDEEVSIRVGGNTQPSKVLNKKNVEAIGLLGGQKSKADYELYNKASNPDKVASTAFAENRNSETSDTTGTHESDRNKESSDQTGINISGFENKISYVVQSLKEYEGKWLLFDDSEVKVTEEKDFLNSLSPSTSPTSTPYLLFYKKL
#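 USP1/UAF1 complex at 1 nM was preincubated with compound for 15 min at room temperature, then Ub-Rho substrate (150nM final) was added. Fluorescence (480/540 nm) was read kinetically, 6 reads every 60 seconds.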
# RGS4 inh – Inhibitors of Regulator of G Protein Signaling (RGS) 4: qHTS; Regulator of G-protein signaling 4 (Homo sapiens), P49798; Transcreener GDP fluorescence polarization, RGS4-accelerated GTP hydrolysis; Potency, µM (doses to about 114 µM), without a hit: at the top dose activity change, negative = inhibition, actives largely listed as inhibitors; 390,000 tested, 0.039% active; further: on the % scale 0 is the no-effect control and ±100 the full control effect; nearly all actives have a fitted effect of over 75% in size; some results filed as inactive show a strong effect at the top dose
# Target sequence (P49798 whole entry, looked up): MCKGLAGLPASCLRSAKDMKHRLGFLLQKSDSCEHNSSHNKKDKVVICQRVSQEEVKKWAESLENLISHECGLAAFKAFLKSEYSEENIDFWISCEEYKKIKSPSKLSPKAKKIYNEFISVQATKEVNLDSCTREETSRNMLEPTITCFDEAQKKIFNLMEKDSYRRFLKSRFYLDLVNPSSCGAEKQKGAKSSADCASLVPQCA
#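 MLSMR compounds (23 nl, pin-transferred) preincubated 10 min at room temperature with a 500nM (2x) first reagent, then RGS4 at 900nM (2x) plus Transcreener GDP mix added; fluorescence polarization (620/688 nm) read before and after 90 min at 30 °C.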
# The depositor's hits bear a star; i = inactive; ? = inconclusive; . = not tested or not shown; & = joins results of further samples; [ ] = dose if it differs, or a comment. The call rests on the fitted dose curve; in most records, active means well fitted curve in the direction sought with a large enough effect; inconclusive means small, poorly fitted or top-dose-only effect, or another doubt; inactive means no such curve, though single readings can be large; an effect the other way counts as inactive or inconclusive. Potency means the concentration at half of the fitted maximal effect. An excerpt; count on the stated rates, not on these rows.
SMILES,RXFP1 agonist,rTrxR1 inhibitor,TrxR1 substrate,Vif-APOBEC3G blk,mIDH1 inhibitor,Vif-APOBEC3F blk,ALOX12 inh,USP1-UAF1 inh,RGS4 inh
COc1ccc(S(=O)(=O)N2CCN(C(=O)[C@@H]3CCCN3C(=O)c3cccs3)CC2)cc1,0.3%,-2%[57.1 µM],1%[57.1 µM],0%,-1%,3%,12%,-3%,16%
CC(C)c1nc(N2CCCC2)c(C#N)c2c1CCCC2,3.1%,-5%,30%[activator],-6%,8%,.,-22%&-3%,-23%,24%
C=CCn1c(SC2CCOC2=O)nc2sc(CC)cc2c1=O (stereo not given),2.4%,-9%,11%[57.1 µM],-1%,0%,-12%,0%,-20%,?
CC1(C)C2CCC1(C)C(OCC[N+](C)(C)CC(=O)OC1CCCCC1)C2 (stereo not given),-0.7%,7%,2%,-1%,11%,-17%,-6%,-5%,-7%
c1ccc(-c2csc(-n3cnnn3)n2)cc1,3.9%,8%,8%,2%,9%,-6%,-29%,-20%,-24%
CC(C)(C)OC(=O)Nc1ccc([C@H](NC(=O)OC(C)(C)C)C(=O)OC(C)(C)C)cc1,0.6%,12%,-4%,3%,-20%,4%,4%,?,18%
COc1cc(NS(=O)(=O)c2ccc(NC(=O)C3CCCO3)cc2)nc(OC)n1 (stereo not given),0.2%,10%,8%,1%,-1%,3%,?,-7%,-8%
Cc1ccc(-n2c(-c3cnccn3)n[nH]c2=S)cc1,4.0%,-16%,-5%,1%,1%,-2%,-31%,-15%,-43%
O=C(COc1cc2oc(=O)cc(-c3ccccc3)c2cc1Cl)NCc1ccccn1,0.2%,0%,-2%,1%,2%,0%,3%&-15%,-7%,-2%[11.4 µM]
COc1ccccc1OCCn1nnc2ccccc21,-0.4%,10%[57.1 µM],7%[57.1 µM],0%,21%,?,-3%,-18%,0%

# The final two compounds of the section above come first, to join the parts:
SMILES,RXFP1 agonist,rTrxR1 inhibitor,TrxR1 substrate,Vif-APOBEC3G blk,mIDH1 inhibitor,Vif-APOBEC3F blk,ALOX12 inh,USP1-UAF1 inh,RGS4 inh
O=C(COc1cc2oc(=O)cc(-c3ccccc3)c2cc1Cl)NCc1ccccn1,0.2%,0%,-2%,1%,2%,0%,3%&-15%,-7%,-2%[11.4 µM]
COc1ccccc1OCCn1nnc2ccccc21,-0.4%,10%[57.1 µM],7%[57.1 µM],0%,21%,?,-3%,-18%,0%
Cc1onc(-c2ccccc2)c1C(=O)N1CCCN2C(=O)c3ccccc3C21 (stereo not given),0.5%,11%[57.1 µM],6%[57.1 µM],0%,3%,1%,25%,-15%,-6%
CC(=O)N/N=C(/c1ccccc1)C(O)c1ccccc1 (stereo not given),0.0%,14%,5%,-4%,-4%,3%,?,-17%,5%
CCCCN1CC(C)(C)[C@H](CC(=O)Nc2ccc(Br)cc2)C1=O,.,.,.,0%,2%,5%,0%,-17%,.
COc1ccccc1CN(C)CC(=O)Nc1ccc(Cl)cc1C(F)(F)F,0.9%,-10%,-14%,0%,10%,-11%,?,-8%,13%
COC(=O)c1c(C(=O)OC)c(-c2cccc(Cl)c2)n2c1CS(=O)C2 (stereo not given),10%,15%[57.1 µM],4%[57.1 µM],3%,8%,0%,-15%,-13%,-30%
Cc1ccccc1Nc1nc(Cl)nc(NC(C)(C)C)n1,.,.,.,0%,3%,0%,9%,?,.
Cc1nc(-c2ccc(Cl)cc2)sc1C(=O)NNC(=O)C(C)C,-2.4%,8%,-5%,-10%,-3%,32%[activator],0%,-19%,5%
Cc1ccc(Cl)cc1N1CCN(C(=O)c2cnn(C)c2C2CCN(C(=O)OC(C)(C)C)CC2)CC1,1.8%,5%,-3%,-5%,6%,4%,0%,-6%,-4%
CN(C)S(=O)(=O)c1ccc(-c2ccccc2)cc1,2.9%,-1%,-1%,-5%,3%,.,7%,-19%,-1%
Cn1cnc2nc3n(c2c1=O)CCC3,11%,23%,2%,0%,6%,-1%,-21%,-10%,8%
CC(=O)Nc1ccc(NC(=O)COC(=O)c2ccc([N+](=O)[O-])o2)cc1,.,?,4%,-4%,-4%,3%,0%,?,6%
O=C(CSc1nc(-c2ccccc2)c2ccccc2n1)Nc1ccc(F)cc1,?,17%,-2%,3%,12%,-8%,0%,-14%,-1%
Cc1ccccc1OCC(=O)NC(=S)Nc1cccc2cc(O)ccc12,1.7%,-6%,0%,-10%,6%,1%,i,-8%,-48%
COC(=O)c1ccc(NC(=O)C2CCCN2S(=O)(=O)c2ccc(C)cc2)cc1 (stereo not given),0.3%,30%,0%,2%,-5%,-3%,337%[activator],-12%,-3%
CCOC(=O)/C=C/[C@H]1CC(c2ccccc2)(c2ccccc2)CO1,0.5%,22%,1%,0%,6%,2%,6%,-20%,-5%
COc1cc2nc(N3CCN(C(=O)[C@@H]4CCCO4)CC3)nc(N)c2cc1OC,7.4%,?,99%[activator],-3%,-4%,0%,-28%,-2%,-17%
COC(=O)c1[nH]c2cccc(C)c2c1NC(=O)CN1CCCc2ccccc21,2.3%,-4%[57.1 µM],-2%[57.1 µM],-10%,4%,1%,81%[activator],-15%,-23%
O=C(c1ccco1)N1CCN(c2ncnc3scc(-c4ccccc4)c23)CC1,-2.1%,-14%,-1%,-1%,4%,.,38%[activator],-15%,-36%
O=C(CCn1c(=S)[nH]c2ccccc2c1=O)NCCc1ccc(Cl)cc1,27%,34%[57.1 µM],2%[57.1 µM],-1%,-4%,4%,14%,1%,25%
CCCCS(=O)(=O)Nc1ccc(C(=O)NCC2CCCO2)cc1 (stereo not given),0.6%,14%[57.1 µM],1%[57.1 µM],0%,1%,2%,-3%,-8%,-15%
COC(=O)c1[nH]c2cccc(OC)c2c1NC(=O)CN1CCOCC1,0.8%,22%,47%[activator],0%,1%,-7%,-2%,0%,25%
CC12CC3(C)CC(C)(C1)CC(C(=O)NCc1ccccn1)(C2)C3,2.0%,7%,4%,-1%,3%,-12%,8%,-6%,15%
CS(=O)(=O)n1nc(-c2ccc(Cl)cc2)nc1N,1.4%,13%[11.4 µM],9%[11.4 µM],2%,3%,1%,38%&-74%[activator],?,-20%
C=CCN1C(=O)/C(=C\c2cc(Br)c(OCc3ccccn3)c(OC)c2)SC1=S,1.0%,-13%,-11%,0%,0%,-7%,-10%,-13%,-21%
COCCNC(=O)C(=O)N/N=C/c1ccccc1C(F)(F)F,1.6%,0%,2%,0%,-6%,2%,4%,-16%,-20%
CCCCC(CC)CN1C(=O)/C(=C/c2ccncc2)SC1=S (stereo not given),0.3%,1%[57.1 µM],-7%,-5%,-14%,-9%,?,-12%,-42%
CCCc1cnc(N2CCN(S(C)(=O)=O)CC2)nc1,0.2%,36%,9%,1%,3%,7%,?,-20%,4%
CC(C)C(C)NC(=O)CN1C(=O)NC2(CCc3ccccc3C2)C1=O (stereo not given),0.8%,10%[57.1 µM],0%[57.1 µM],-2%,-1%,14%,-4%,-12%,15%
COc1ccc(S(=O)(=O)N/N=C(/C)c2ccc(Cl)cc2)cc1,-0.3%,0%,-9%,-1%,-2%,-3%,?,2%,4%
CCOC(=O)CSc1nc2ccccc2c(=O)n1-c1ccc(C(=O)NCCOC)cc1,0.3%&4.7%,17%&12%[57.1 µM],1%&7%[57.1 µM],3%&-1%,-6%&3%,0%&0%,-19%&-16%,4%&-7%,-10%&6%
CN(C)P(=NC(=O)COc1ccc(Cl)cc1Cl)(N(C)C)N(C)C,1.9%,2%,-3%,1%,5%,0%,17%,-12%,-27%
CCCCOc1ccc(C(=O)NCC(=O)NCCOc2ccccc2)cc1,1.3%,1%[57.1 µM],-4%[57.1 µM],2%,0%,-6%,-4%,-17%,22%
CCN(CC(=O)Nc1c(F)cccc1F)C(=O)/C=C/c1c(C)nn(-c2ccc(F)cc2)c1C,0.1%,19%,-2%,-5%,2%,1%,-7%,-9%,-23%
Cc1nn(C)cc1CN(C)C(=O)c1ccc(OC2CCN(Cc3ccccn3)CC2)cc1,-0.6%,-25%,-5%,2%,0%,-19%,1%,-7%,21%
COc1ccccc1CC(=O)Nc1ccc(S(=O)(=O)N2CCCC2)cc1,-0.4%,20%[57.1 µM],2%[57.1 µM],1%,-3%,-1%,-14%,-14%,10%
O=C(Nc1ccc(Cl)c(Cl)c1)N(Cc1cccnc1)Cc1ccco1,2.8%,0%[57.1 µM],-3%[57.1 µM],1%,-3%,-1%,5%,-17%,-15%
